Screening data as filed in PubChem BioAssay.
Wee1 stabilizer: blocks degradation of human Wee1 kinase; P30291; HeLa Luc-Wee1K328M stability, luciferase luminescence; 100% = proteasome inhibitor MG132 effect; reporter increase, % at 5 µM; 220,000 compounds, 1.2% hits; AID 1321;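 active = activation above the mean of all tested compounds plus 3 SD, set per screening run, cut at about 8.8% in these data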;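 note: cells exposed to compound for 20 h before luminescence read; 0% = DMSO alone and 100% = MG132 at 30 µM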
KLK5 inh: kallikrein 5 (human) inhibition; Q9Y337; recombinant hK5, fluorogenic AMC substrate cleavage; inhibition, % at 5 µM; 210,000 compounds, 0.59% hits;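 active = inhibition of 40% or more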;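 note: 0% = enzyme controls without compound and 100% = no-enzyme blanks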
Target sequence (Q9Y337 67-293 limits assumed): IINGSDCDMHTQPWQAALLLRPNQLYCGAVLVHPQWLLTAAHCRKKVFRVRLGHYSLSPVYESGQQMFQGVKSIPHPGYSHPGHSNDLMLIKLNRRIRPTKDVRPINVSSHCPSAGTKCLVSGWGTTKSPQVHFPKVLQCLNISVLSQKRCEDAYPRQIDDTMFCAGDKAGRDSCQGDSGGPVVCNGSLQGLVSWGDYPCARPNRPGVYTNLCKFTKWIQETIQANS
Cl transport mod: modulators of human KCC2 chloride dependent transport | 190,000 compounds, 2.2% hits | Q9H2X9 | B-score of Tl+ flux slope (higher = more flux/activation; lower = inhibition) at 10 µM | AID 1456 | KCC2 cells, thallium flux FluoZin-2 fluorescence;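 active = thallium flux slope and its plate-corrected score both differing from the plate sample mean at a set confidence after two filtering rounds, in either direction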;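 note: slope of fluorescence scaled to starting intensity during 10 to 20 s after thallium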
p97 ATPase inh: human p97 ATPase inhibition. recombinant p97 ATPase, Kinase-Glo ATP luminescence, 3 h. inhibition, % at 8 µM. 220,000 compounds, 0.42% hits. AID 1481; in the data active = inhibition above about 15%;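 note: 0% = DMSO vehicle and 100% = wells lacking enzyme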
FXIIa inh 1536: factor XIIa (human) inhibition; P00748; purified FXIIa, Boc-QGR-AMC fluorogenic substrate, 2 h; inhibition, % at 5 µM; 220,000 compounds, 0.3% hits; AID 800; in the data active = inhibition above about 40%;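 note: 0% = enzyme with no compound and 100% = blank without enzyme; many of its hits are not listed in these tables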
Target sequence (P00748 20-372 limits assumed): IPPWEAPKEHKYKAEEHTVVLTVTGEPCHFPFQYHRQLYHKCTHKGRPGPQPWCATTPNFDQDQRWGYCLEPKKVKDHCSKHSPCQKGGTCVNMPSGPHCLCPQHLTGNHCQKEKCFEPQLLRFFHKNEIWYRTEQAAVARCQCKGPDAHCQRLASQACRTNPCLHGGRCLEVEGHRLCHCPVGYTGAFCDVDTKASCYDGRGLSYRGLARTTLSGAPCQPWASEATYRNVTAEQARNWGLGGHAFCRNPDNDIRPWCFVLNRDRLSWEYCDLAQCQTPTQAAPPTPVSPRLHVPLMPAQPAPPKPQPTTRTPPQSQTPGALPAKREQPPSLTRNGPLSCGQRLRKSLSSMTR
Target sequence (P00748 373-615 limits assumed): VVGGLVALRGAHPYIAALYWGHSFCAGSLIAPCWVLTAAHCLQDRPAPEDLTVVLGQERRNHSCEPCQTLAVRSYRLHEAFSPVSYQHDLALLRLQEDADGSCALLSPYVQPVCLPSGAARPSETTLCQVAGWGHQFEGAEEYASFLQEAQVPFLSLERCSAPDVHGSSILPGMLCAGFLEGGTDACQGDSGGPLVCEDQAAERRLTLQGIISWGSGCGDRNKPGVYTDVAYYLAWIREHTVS
Furin inh: blocks human furin protease activity; inhibition, % at 30 µM; P09958; 220,000 compounds, 0.061% hits; purified furin, fluorogenic substrate cleavage; in the data active = inhibition above about 25%; note: inactives centre near -15
PERK inhibitor: blocks human PERK kinase; inhibition, % at 5.6 µM; Q9NZJ5; 220,000 compounds, 0.17% hits; AID 1416; CHO PERK-DD fusion, SEAP luminescence translation reporter;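 active = inhibition above the mean inhibition of all tested compounds plus 3 SD, set separately per screening campaign, cut at about 2.9% in these data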;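 note: PERK kinase domain activated by AP20187 dimerizer at 100 nM; 0% = DMSO with dimerizer and 100% = rapamycin at 8.4 µM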
Thrombin inh: inhibitors of human thrombin. P00734. alpha-thrombin, Boc-VPR-AMC fluorogenic substrate cleavage. inhibition, % at 5 µM. 220,000 compounds, 0.26% hits. AID 1046;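 active = inhibition at or above 40%; inactive = inhibition below 40%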;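 note: 0% = enzyme with no compound and 100% = wells without enzyme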
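System – human alpha-thrombin · Medium – pH 7.5 Tris (50 mM) with NaCl 150 mM, Tween 20 0.05% · Compound – single-point dosing at 5 µM, 0.2% DMSO · Incubation – enzyme reaction carried out at room temperature · Technique – fluorescence of released AMC, ex 355 nm, em 460 nm · Read-out basis – % inhibition of thrombin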
FXIa inh: inhibitors of human coagulation factor XIa; purified FXIa, Boc-Glu-Ala-Arg-AMC fluorogenic substrate; inhibition, % at 5 µM; 220,000 compounds, 0.14% hits;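 active = inhibition of at least 40%; inactive = inhibition below 40%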;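 note: fluorescence of freed AMC excited at 355 nm; 0% = enzyme without compound and 100% = no enzyme blank; many of its hits are not listed in these tables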
Active calls of the source: *; x = no result given; [ ] = another dose, or the depositor's remark. Hits appear at their usual frequency; 4.4% or so of the library scored in one or more.

entry	SMILES	Wee1 stabilizer	KLK5 inh	Cl transport mod	p97 ATPase inh	FXIIa inh 1536	Furin inh	PERK inhibitor	Thrombin inh	FXIa inh
1	Clc1cccc(C2CCN(Cc3nc(CC4CC4)no3)C2)c1 (stereo not drawn)	-1	-12	-0.23	1	-1	-4	-1.2	9	-7
2	CCOC(=O)C(CC)(CC)/C(C)=N/NC(=O)CC#N	-1	5	1.2	-5	3	-9[20 µM]	0.0	-5	-30
3	COc1cc2c(cc1N/C=C(\C#N)c1nc(-c3ccc(F)cc3)cs1)oc1ccccc12	-4	3	-0.32	6	3	-23	0.8	4	0
4	C/C(=N/Nc1nc(-c2ccccc2)cc(-c2ccccc2)n1)c1ccc(N)cc1	2	-5	-0.0032	-1	8	-12	-0.9	-3	7
5	COC(=O)N/N=C/c1ccccc1Cl	-2	1	-0.21	-2	13	2	-0.6	-6	8
6	O=C(c1noc2c1CCCC2)N1CCN(c2ccc(F)cc2)CC1	0	-13	-0.67	1	18	-32	0.1	-1	5
7	CN1CCN(C(=O)c2cc(Cl)ccc2Cl)CC1	2	7	-0.037	3	6	-29	0.1	5	3
8	COc1cccc(-n2ccnc2SCC(=O)Nc2nccs2)c1	0	3	-0.095	10	10	-9	0.1	2	-3
9	CN(C)/C=N/c1cc(=O)[nH]c(=O)n1C	0	-9	0.57	-2	-3	-10	-0.1	-6	-6
10	Cc1cc(C)n(-c2nc(SCCN(C)C)c3c4c(sc3n2)COC(C)(C)C4)n1	-3	-8	0.94	-8	12	-14	-0.2	0	5
11	Cc1cc(=O)[nH]c(SCC(=O)Nc2cc(S(=O)(=O)N3CCCC3)ccc2Cl)n1	4	2	-0.73	6	10	-15	-1.0	2	3
12	CCOc1ccccc1N1Cc2ccccc2C1	-1	2	0.12	3	10	-17[20 µM]	0.6	0	0
13	COc1cccc(NC(=O)CN(c2cccc(C(F)(F)F)c2)S(C)(=O)=O)c1	3	2	0.61	-4	13	-20	-0.4	-2	11
14	CCOC(=O)C1CCCN(CCC(=O)Nc2ccc3c(c2)CCC3)C1 (stereo not drawn)	-2	-6	-0.35	1	13	-31	0.1	0	4
15	CCCOc1ccc(NC(=O)OC2CCN(C)CC2)cc1	-2	-15	0.00085	4	6	-20	0.2	-7	2
16	CN(Cc1cn(-c2ccccc2)nc1-c1ccc(Cl)cc1)C(=O)CCC(=O)O	-2	-15	-0.79	2	8	-20	-0.6	-7	4
17	CCCn1c(-c2ccc[nH]c2=O)nc2ccccc21	1	-7	x	3	2	-104	1.3	-2	-2
18	Cc1ccc(C)c(NC(NC(=O)c2ccccn2)C(Cl)(Cl)Cl)c1 (stereo not drawn)	1	-4	1.1	5	1	-21	0.5	-11	-3
19	CCCCCc1c(O)c2ccccc2[nH]c1=O	6	-6	0.54	2	9	0[20 µM]	-0.1	-6	-6
20	CN(C)c1ccc(NC(=O)C(=O)C2C(=O)Nc3ccccc32)cc1 (stereo not drawn)	0	-3	1.5	4	8	-3	0.4	3	-1
21	CSc1nnc(-c2ccco2)c(-c2ccco2)n1	-1	-11	x	11	15	-10	0.1	-2	3
22	CCn1c(=O)n(CC(=O)Nc2cc(OC)c(OC)c(OC)c2)c(=O)c2ccccc21	-2	5	-1.6	2	13	-5[20 µM]	-1.3	8	3
23	O=[N+]([O-])c1ccccc1Sc1nccn1Cc1ccccc1	0	-9	-4.2*	4	7	-5	0.5	-15	2
24	CCCN1CCN(CCCNC(=O)c2cc3c(=O)[nH]c4ccccc4c3s2)CC1	-3	x	-1.2	1	7	-41	0.0	-6	-1
25	CC(C)Cn1c(N)c(C(=O)COC(=O)c2ccncc2)c(=O)n(C)c1=O	1	3	1.4	-7	0	-22	-1.3	2	6
26	O=C(N/C(=C\c1ccc([N+](=O)[O-])cc1)C(=O)N1CCCCC1)c1ccccc1	2	-10	-0.55	1	9	-6	0.8	7	-1
27	Cc1ccc(C)c(S(=O)(=O)N2CCC(c3nc4c(nnn4Cc4ccc(F)cc4)c(=O)[nH]3)CC2)c1	-1	20	-4.2*	1	16	-7	-0.1	1	3
28	Cc1nn(Cc2c(Cl)cccc2Cl)c(C)c1NC(=O)c1cn(-c2ccccc2)nc1-c1ccccc1	-3	-1	x	-1	16	-9	-0.3	0	1
29	Brc1ccccc1-c1nnc(CSc2nnnn2-c2ccccc2)o1	-2	-6	x	-6	13	-24	-0.6	-7	0
30	CCOC(=O)c1c(C)n(C)c2cc(Br)c(C(=O)OC)cc12	-2	-1	-0.24	-5	17	-1	-0.1	3	3
31	O=C(CN(Cc1ccccc1F)S(=O)(=O)c1ccc(Cl)cc1)NCCC1=CCCCC1	0	1	0.029	-7	11	-19	1.1	-3	7
32	CC(C)C(=O)Nc1nc2c(c(=O)[nH]1)CCCC2	-3	-3	0.78	5	9	-11	0.5	-1	4
33	CC(NC(=O)c1ccc(N(C)C)cc1)C1CC2CCC1C2 (stereo not drawn)	0	1	0.018	-3	18	-27[20 µM]	-0.1	2	26
34	CCn1nnnc1NC(=O)c1cc(Cl)c(OC)c(Cl)c1	-1	-1	-0.061	-1	10	-16	-0.1	-2	-3
35	CCCn1c(-c2ccc(F)cc2)n[nH]c1=S	3	-13	0.17	0	-3	-30	0.9	-4	-9
36	O=[N+]([O-])c1cccc(CNC2CCCCCC2)c1	-1	-1	0.0072	1	4	-23	1.0	-4	-3
37	Cc1ccc(S(=O)(=O)NCCC(=O)Oc2ccc3ccc(=O)oc3c2)cc1	4	-20	-0.9	5	-14	-100	0.9	-10	-10
38	CC(Oc1ccc(Cl)cc1Cl)C(=O)N/N=C1\CCCc2ccccc21 (stereo not drawn)	0	-13	0.64	1	-2	-3[20 µM]	0.6	-2	0
39	COc1cc(NC(=O)c2cccc(F)c2)cc(OC)c1OC	5	-9	-0.53	-1	-3	-15	2.1	-5	-8
40	CC1CC(C)CN(C(=O)CSCC(=O)O)C1 (stereo not drawn)	-1	-1	1.3	-1	3	-17	0.0	-11	-1
41	CC(=O)N[C@@H](Cc1c[nH]c2ccccc12)C(=O)OCC(=O)NCc1ccc2c(c1)OCO2	3	-11	-1	-1	0	-24	-0.3	-2	-4
42	Cc1cc(C)cc(-n2c(SCC(=O)Nc3cccc(S(=O)(=O)NC4=NCCCCC4)c3)nc3ccccc3c2=O)c1	-1	1	-0.62	4	7	-9	-0.6	-2	6
43	Cc1cccc2cc(C(c3nnnn3CC3CCCO3)N3CCOCC3)c(=O)[nH]c12 (stereo not drawn)	1	-4	0.15	3	20	-20	0.1	-6	6
44	COc1ccc(S(=O)(=O)Nc2cccc(F)c2)cc1C	-2	0	-0.36	2	4	1	-0.2	0	2
45	c1csc(-c2cn3ccc4ccccc4c3n2)c1	1	3	-1.2	7	5	-26	0.9	0	-1
46	O=C1CSC(c2cccnc2)N1c1ccc(Cl)cc1 (stereo not drawn)	-2	x	2	1	7	-14	0.3	-1	0
47	N=c1c2c(ncn1Cc1ccco1)Oc1ccc3ccccc3c1C2c1ccccc1 (stereo not drawn)	5	-6	0.84	4	-1	-22	-1.0	-1	-5
48	CCN1CCN(C(C)C(=O)NC2CCCCC2)CC1 (stereo not drawn)	-3	4	-1.1	5	6	-25	1.7	0	1
49	O=C(Nc1ccccc1)Nc1cccc(Cl)c1	0	9	x	3	16	-14[20 µM]	0.0	4	-11
50	O=C(C1CCN(S(=O)(=O)Cc2ccccc2)CC1)N1CCN(c2ncccn2)CC1	-2	13	-0.91	-2	-2	-14[20 µM]	-0.9	-8	-3

The list continues:
entry	SMILES	Wee1 stabilizer	KLK5 inh	Cl transport mod	p97 ATPase inh	FXIIa inh 1536	Furin inh	PERK inhibitor	Thrombin inh	FXIa inh
51	FC(F)(F)c1cccc(Sc2nc(-c3ccccc3)nnc2C(F)(F)F)c1	-1	2	x	-3	-5	-10[20 µM]	0.7	-2	-1
52	CC(=O)N=C1SC2CS(=O)(=O)CC2N1c1ccc(-c2nc3ccc(C)cc3s2)cc1 (stereo not drawn)	9	-15	-0.3	4	4	-11	0.6	-5	1
53	Cc1nn(C)cc1/C=C(/C#N)C(N)=O	0	-32	1.5	6	9	-2	1.1	-6	7
54	O=C(Nc1ccc(Cl)cc1)c1cnc(-c2ccccc2)nc1-c1ccccc1	-2	-5	x	-1	16	-12[20 µM]	0.3	-2	2
55	Cc1ccc(-c2cc(C(=O)N/N=C/C=C/c3ccco3)c3ccccc3n2)cc1C	4	4	1.6	-2	13	-13[20 µM]	-0.5	3	1
56	CC1CCCCC1NC(=O)CN1CCN(Cc2ccccc2Cl)C1=O (stereo not drawn)	-4	-9	-0.24	-2	7	-16	-0.9	-5	-3
57	CCCN1C(=O)C2(/C(=C(\O)c3ccc4c(c3)OCCO4)C(=O)C(=O)N2CCCOC)c2ccccc21 (stereo not drawn)	-1	8	0.011	-1	7	-17	0.1	0	0
58	CCN(CC)S(=O)(=O)c1ccc(Cl)c(NC(=O)CCCCl)c1	-1	-1	-0.019	-2	9	-12	-0.3	3	0
59	CC(NC(=O)c1ccccc1)c1nnc(SCc2nc3ccccc3c(=O)[nH]2)n1C (stereo not drawn)	8.8*	-11	0.92	-1	4	-19	1.6	2	-3
60	O=C(Nc1ccc([N+](=O)[O-])cc1)C1CC1(c1ccccc1)c1ccccc1 (stereo not drawn)	4	-2	0.49	-4	-9	-10	0.9	-6	-4
61	CNC(=S)NNC(=O)COc1cccc(C)c1C	-1	-6	-2.1	0	15	-16[20 µM]	0.1	3	9
62	O=C(/C=C/c1ccc2ccccc2n1)c1cc(Br)ccc1O	0	-5	0.15	-1	4	-1	-1.1	-4	-11
63	COc1ccc(-c2[nH]ncc2CN(C)CCCN2CCOCC2)cc1F	3	x	0.87	2	7	-27	1.6	-8	-3
64	N#Cc1cc(-c2ccc(Cl)cc2)cnc1Sc1ccc(F)cc1	-2	-9	0.22	-3	16	-18[20 µM]	-0.1	5	5
65	COc1cccc(C2CC(c3ccc(NS(C)(=O)=O)cc3)=NN2C(=O)c2ccccc2)c1OC (stereo not drawn)	-1	-7	-0.81	-2	8	-10	-0.6	2	-2
66	C/C(=N\Nc1c([N+](=O)[O-])c(C)nn1C)c1ccc(F)cc1F	-5	0	-0.47	3	4	-22	0.4	-6	-1
67	COc1ccc(C(=O)Oc2c(CN3CCOCC3)cc(Cl)c3cccnc23)cc1OC	-2	x	0.59	3	x	-20	0.7	x	x
68	CN(CC(O)COc1ccccc1F)C1CCCCC1 (stereo not drawn)	11*	1	0.68	-2	9	-19	-0.1	1	1
69	O=C(/C=C/c1cccs1)Nc1cccc(NC(=O)/C=C/c2cccs2)n1	1	-4	0.039	10	4	-15	0.0	-15	-3
70	O=C(N/N=C/c1ccccc1)c1[nH]c2ccc(Br)cc2c1-c1ccccc1	0	-4	1.2	6	5	-19	0.8	-4	2
71	Cn1c(=O)c2c(ncn2CCN(CCO)Cc2ccccc2)n(C)c1=O	1	-13	-1	3	0	-20	-0.3	-9	0
72	CC(=O)Nc1cccc(CP(=O)(c2ccccc2)c2ccccc2)c1	5	1	2.1	3	7	-18	-0.8	1	1

Marked active in Cl transport mod, of those listed so far:
entry	SMILES	Wee1 stabilizer	KLK5 inh	Cl transport mod	p97 ATPase inh	FXIIa inh 1536	Furin inh	PERK inhibitor	Thrombin inh	FXIa inh
23	O=[N+]([O-])c1ccccc1Sc1nccn1Cc1ccccc1	0	-9	-4.2*	4	7	-5	0.5	-15	2
27	Cc1ccc(C)c(S(=O)(=O)N2CCC(c3nc4c(nnn4Cc4ccc(F)cc4)c(=O)[nH]3)CC2)c1	-1	20	-4.2*	1	16	-7	-0.1	1	3
